Bioassay records deposited in PubChem by several laboratories.
Myeloid diff 2 – promotes myeloid progenitor differentiation; ER-HoxA9 myeloid progenitors, lysozyme-GFP differentiation, flow cytometry; calls only at 10 µM; 360,000 tested, 1% active;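 active = normalized GFP-positive differentiation at or above the plate's own cutoff, the solvent-only control mean plus 3 SD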;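 note: cells exposed to compound for four days before flow analysis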
human PMI inhibitors – human PMI inhibitors, high substrate, primary screen, biochemical, fluorescence intensity, high mannose 6-phosphate (AID 1220); recombinant PMI enzyme, coupled fluorescence intensity; higher % means a stronger effect; one-dose inhibition, % at 20 µM; IC50 in µM for titrated hits; 190,000 tested, 0.66% active
P. falciparum M1AAP – P. falciparum M1AAP inhibitors, biochemical, fluorogenic H-Leu-NHMec substrate, 1536-well (AID 1445). recombinant M1AAP, H-Leu-NHMec fluorogenic kinetic assay; higher % means a stronger effect. inhibition, % at 30 µM; hits with a dose series show IC50 in µM. 220,000 tested, 0.42% active;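 active = primary inhibition above the hit cutoff, then over 50% inhibition at one or more dose response concentrations, cut at about 23% in these data, passing the limit was not always enough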;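 note: plate controls were DMSO full reaction for no effect and no enzyme background for full effect; strong numbers were not always called active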
TNAP activation fold – human TNAP enzyme activators, primary screen, biochemical, luminescent, no phosphate acceptor, uHTS (AID 1001). activation fold at 20 µM, or EC50 in µM where a hit was titrated. 200,000 tested, 0.03% active. purified TNAP, luminescent activation assay, no phosphate acceptor; higher activation fold means a stronger effect; in the data active = activation fold from about 3, or a potency from the dose series; inactive = the rest, 99 in 100 with activation fold below about 1.6; note: many of its hits are not listed in these tables
LYP phosphatase – PTPN22 lymphoid phosphatase activity blockers – biochemical, fluorescence intensity, uHTS (AID 1779) | inhibition, % at 11.5 µM, or IC50 in µM where a hit was titrated | recombinant LYP phosphatase, fluorescence intensity; higher % means a stronger effect | 290,000 tested, 0.054% active;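 note: plate controls were vehicle with enzyme for no effect and no enzyme for full effect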
XIAP displacement – XIAP antagonists, biochemical, IAP family, fluorescence polarization (AID 1018). XIAP BIR domain, fluorescence polarization peptide displacement; higher % means a stronger effect. one-dose displacement, % at 20 µM; IC50 in µM for titrated hits. 200,000 tested, 0.007% active; in the data active = displacement above about 50%; note: a part of the inactive calls stands beside numbers as strong as those of hits
P. falciparum M17LAP – P. falciparum M17LAP inhibitors, primary screen, biochemical, fluorogenic H-Leu-NHMec substrate, 1536-well (AID 1619). recombinant M17LAP, H-Leu-NHMec fluorogenic kinetic assay; higher % means a stronger effect. one-dose inhibition, % at 30 µM; IC50 in µM for titrated hits. 220,000 tested, 0.38% active;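 active = compound inhibiting the enzyme by more than half at any dose during confirmatory dose-response retesting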;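 note: plate controls were full reaction with DMSO carrier for no effect and no enzyme background for full effect; strong numbers were not always called active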
ER stress rescue – protection against thapsigargin-triggered cell killing – 384-well, CSM14.1, ATP luminescence, primary screen (AID 1222); CSM14.1 thapsigargin-induced death rescue, ATP luminescence; higher % means a stronger effect; cellular ATP content (survival), % at 20 µM; hits with a dose series show EC50 in µM; 190,000 tested, under 10 active;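 active = EC50 below 50 µM in the dose-response confirmation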;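 note: death triggered by thapsigargin at about 15 µM added after 2 h compound pretreatment; cell ATP read after overnight thapsigargin exposure of roughly 18 to 22 hours; normalized against plate controls of thapsigargin alone and 5% DMSO vehicle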
PMI inhibitors – inhibitors of human PMI, primary screen, biochemical, fluorescence intensity, coupled assay (AID 1209); purified PMI enzyme, coupled fluorescence intensity; higher % means a stronger effect; one-dose inhibition, % at 20 µM; IC50 in µM for titrated hits; 190,000 tested, 0.42% active;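 note: plate controls were DMSO vehicle for no effect and wells lacking substrate for full effect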
Myeloid diff 2 GFP+ MAC1+ % – recorded beside Myeloid diff 2, whose call it bears; GFP+ MAC1+ double positive, %; measured here: differentiation confirmed by MAC1 staining
* = called active by the depositor; i = inactive; x = no result given; + = active, no number. Cut-off read from the data, not from the text of the source, unless noted: active = inhibition above about 50%; inactive = the rest.

Below each SMILES: Myeloid diff 2 | Myeloid diff 2 GFP+ MAC1+ % | human PMI inhibitors | P. falciparum M1AAP | TNAP activation fold | LYP phosphatase | XIAP displacement | P. falciparum M17LAP | ER stress rescue | PMI inhibitors
> O=C(O)CCC1COc2ccccc2O1 (stereo not drawn)
 : i | 8.8 | 7% | 4% | 1.1 | -6% | -0.8% | 7% | -1.6% | 8%
> COC(=O)Cn1c(=NC(=O)CN2C(=O)CCC2=O)sc2cc(S(N)(=O)=O)ccc21
 : i | 0.8 | -20% | 5% | 1.1 | -1% | -2.6% | 2% | -1.1% | -5%
> c1nc2nc3c(c(N4CCOCC4)n2n1)CCCC3
 : i | 1.2 | 5% | 7% | 1.2 | -4% | 0.8% | 20% | -0.5% | -11%
> CCOC(=O)c1ccc(N=CC2=C(O)CC(C)(C)CC2=O)cc1
 : i | 0.7 | 9% | 4% | 1.1 | -4% | -4.1% | 8% | -0.7% | 2%
> Cc1cc(C(=O)OCC(=O)c2ccc(Cl)c([N+](=O)[O-])c2)c2cccc(C)c2n1
 : i | 0.7 | 4% | 0% | 1.1 | 5% | -0.6% | -23% | -3.0% | 14%
> O=C1C2=C(c3ccccc31)[N+](=O)[C@@H]1CCCC[C@@H]1N2[O-]
 : i | 1.9 | 37% | 9% | 1 | -11% | 0.5% | 0% | -1.0% | -6%
> COc1ccccc1/C=N/NC(=O)c1cccc(OC(F)(F)C(F)F)c1
 : i | 0.9 | 30% | 4% | 1.1 | 2% | -13% | -1% | -1.3% | 10%
> CN1CCN(C(=O)c2ccc3c(=O)n(Cc4ccc(Cl)cc4)c(=S)[nH]c3c2)CC1
 : i | 0.9 | 4% | -4% | 1 | 2% | -6.9% | 7% | -0.3% | 3%
> O=C(NC(CC(=O)N1CCN(c2ccc([N+](=O)[O-])cc2)CC1)c1ccccc1)c1ccccc1Cl (stereo not drawn)
 : i | 0.4 | 13% | 4% | 1 | 0% | -4.1% | -8% | -3.6% | 1%
> CSc1sc(C(=O)NN)c2c1C1(CCC2)SCCS1
 : i | 0.5 | x | 5% | x | -5% | x | 7% | x | x
> CCCN1CNC(=S)N(c2ccccc2C)C1
 : i | 0.6 | 18% | 5% | 1 | -4% | -7.5% | 1% | -0.3% | 10%
> CC(C)CC1=NN(C(=O)c2ccncc2)C(O)(C(F)(F)F)C1 (stereo not drawn)
 : i | 0.4 | -1% | 4% | 1 | -8% | -0.8% | -14% | -4.9% | -2%
> O=C(Cn1cnc2c(cnn2-c2ccccc2)c1=O)NCc1ccccc1
 : i | 0.4 | 11% | 5% | 1.1 | -4% | -3.6% | 0% | -2.8% | -1%
> Cc1cc2ccccc2n1CCNC(=O)c1ccc(S(=O)(=O)N2CCCCC2)cc1
 : i | 5.7 | -6% | 4% | 0.8 | -1% | 17% | 7% | -2.1% | 1%
> CCO[C@H]1OC(C(=O)NCc2ccccc2)=C[C@@H](c2ccc(C(F)(F)F)cc2)[C@@H]1CCCO
 : i | 2.1 | 7% | -2% | 1 | 4% | 1.3% | -2% | -2.8% | 13%

The results go on.
Below each SMILES: Myeloid diff 2 | Myeloid diff 2 GFP+ MAC1+ % | human PMI inhibitors | P. falciparum M1AAP | TNAP activation fold | LYP phosphatase | XIAP displacement | P. falciparum M17LAP | ER stress rescue | PMI inhibitors
> Cc1ccc(-n2c(=S)[nH]c3sc4c(c3c2=O)CCC4)cc1
 : i | 0.1 | 10% | 9% | 1 | 3% | -4.9% | 21% | 1.2% | 2%
> Cc1ccc(C)c2[nH]c(=O)c(C(c3nnnn3C(C)(C)C)N3CC=C(c4ccc(F)cc4)CC3)cc12 (stereo not drawn)
 : + | 1.1* | 2% | 9% | 0.8 | 1% | -2.7% | -4% | -1.1% | 10%
> Nc1ccccc1SC1CC(=O)N(Cc2ccccc2)C1=O (stereo not drawn)
 : i | 0.4 | -3% | 3% | 1.1 | -2% | -4.5% | 3% | -1.3% | -4%
> Cc1c(C(=O)COC(C)(C)C)[nH]c2ccccc12
 : i | 1.5 | -4% | -2% | 1.1 | 4% | -2.6% | -1% | -1.2% | 3%
> COc1cccc(-n2c(CN3CCN(Cc4ccccc4)CC3)nc3ccc([N+](=O)[O-])cc3c2=O)c1
 : x | x | 13% | 5% | 1.2 | 1% | -4.1% | 8% | -2.2% | 22%
> c1ccc2[nH]c(SN3CCOCC3)nc2c1
 : x | x | x | 2% | 1.1 | -2% | -1.2% | -2% | -1.7% | 94%*
> CC(=O)c1ccc(N2CCN(C(=O)CCCn3c(=O)[nH]c4ccc(Br)cc4c3=O)CC2)cc1
 : i | 0.0 | 10% | 12% | 1 | 0% | -4.1% | 4% | -0.9% | 13%
> COC(=O)c1ccc(NC(=S)NC(=O)c2cc(-c3ccccc3)nc3ccccc23)cc1
 : i | 1.4 | 2% | 11% | 1 | -1% | -0.5% | -4% | 3.7% | 13%
> O=C(Nc1ccc(Cl)cc1C(F)(F)F)C(Sc1cccc[n+]1[O-])c1ccccc1 (stereo not drawn)
 : i | 1.0 | 0% | 6% | 1.1 | -1% | -2.0% | 3% | -1.0% | -5%
> COc1ccccc1N(CC(=O)N/N=C(\C)c1cccc(Br)c1)S(C)(=O)=O
 : i | 1.5 | 6% | -2% | 1.1 | -4% | -1.5% | 4% | 3.7% | 9%
> Cc1cc(C)c2sc(N)nc2c1
 : i | 0.5 | 5% | -1% | 1.1 | -6% | -1.5% | 10% | 1.6% | 4%
> CC(C)(C)C1=C(C#N)C(c2ccncc2)C(C#N)=C(N)O1 (stereo not drawn)
 : i | 0.7 | 21% | 9% | 1.1 | -4% | -0.4% | 5% | 2.2% | 8%
> O=C(c1cc2ccccc2oc1=O)N(Cc1ccccc1)CC1CCCO1 (stereo not drawn)
 : i | 0.8 | -4% | 2% | 0.9 | 4% | -4.5% | -8% | -2.6% | -11%
> Cc1ccc(/C=N/NC(=O)c2cc(C)oc2C)cc1
 : i | 0.4 | x | 5% | x | -4% | x | 4% | x | x
> Cc1cc2c(cc1C)/C(=N/NC(=O)c1ccccn1)CCC2
 : i | 0.2 | x | 7% | x | 3% | x | 2% | x | x

With a hit mark in PMI inhibitors, of those listed so far:
SMILES	Myeloid diff 2 GFP+ MAC1+ %	human PMI inhibitors	P. falciparum M1AAP	TNAP activation fold	LYP phosphatase	XIAP displacement	P. falciparum M17LAP	PMI inhibitors
c1ccc2[nH]c(SN3CCOCC3)nc2c1	x	x	2%	1.1	-2%	-1.2%	-2%	94%*

Going on with the list.
Below each SMILES: Myeloid diff 2 | Myeloid diff 2 GFP+ MAC1+ % | human PMI inhibitors | P. falciparum M1AAP | TNAP activation fold | LYP phosphatase | XIAP displacement | P. falciparum M17LAP | ER stress rescue | PMI inhibitors
> Cc1ccc(S(=O)(=O)O/N=C2\CCCc3ccccc32)cc1
 : i | 0.1 | 0% | 8% | 1.1 | -7% | 2.1% | -3% | 0.9% | 10%
> CCN1C(=O)/C(=C/c2cnn(CC)c2C)SC1=S
 : i | 0.3 | 8% | 4% | 1 | -1% | -0.3% | 31% | -1.0% | 4%
> COc1ccc(C(C)NC(=O)c2ccc([N+](=O)[O-])cc2)cc1OC (stereo not drawn)
 : i | 0.9 | 10% | 8% | 1.2 | 12% | -7.8% | 11% | -3.0% | 18%
> Cc1c(NC(=S)NC(NC(=O)CC(C)C)C(Cl)(Cl)Cl)c(=O)n(-c2ccccc2)n1C (stereo not drawn)
 : i | 0.7 | 0% | 15% | 1.1 | -4% | -6.7% | 14% | 1.2% | 9%
> COCCOC(=O)c1c(C)oc2ccc(OCc3cc(C(=O)OC)oc3C)cc12
 : i | 8.0 | 13% | 10% | 1 | -2% | -9.3% | -2% | 0.8% | 8%
> O=C(NCc1ccncc1)c1cn(-c2ccccc2)nc1-c1cccnc1
 : i | 0.0 | 6% | 4% | 1.1 | 6% | -6.7% | 9% | 0.5% | -5%
> COCCCNc1nc2c(c(=O)[nH]c(=O)n2C)n1CC(O)COc1ccccc1 (stereo not drawn)
 : i | 0.5 | 5% | 8% | 0.9 | -2% | -3.2% | 1% | -1.0% | -3%
> N#Cc1ccc(C(=O)Nc2nc(-c3cccs3)c(C(=O)C(F)(F)F)s2)cc1
 : i | 2.9 | -21% | -3% | 1 | -9% | -3.0% | 18% | 2.8% | -21%
> CCC(c1nnnn1Cc1ccco1)N(CCN1CCOCC1)Cc1cc2cc(C)ccc2[nH]c1=O (stereo not drawn)
 : i | 2.5 | 4% | 14% | 1.2 | -5% | -7.6% | 7% | 3.7% | -6%
> Cc1cc(OCC(O)CN)ccc1Cl (stereo not drawn)
 : i | 1.6 | -9% | 6% | 1.1 | -10% | -11% | 0% | -6.3% | -9%
> COCCNC(=S)Nc1cc(S(=O)(=O)N2CCOCC2)ccc1N1CCCCC1
 : i | 0.6 | 28% | 1% | 1.1 | 8% | 1.1% | 3% | -1.5% | 63%*
> Cc1cc(C)c2sc(NNC(=O)C3COc4ccccc4O3)nc2c1 (stereo not drawn)
 : i | 0.8 | -19% | -17% | 1.1 | -3% | -3.6% | -11% | -0.9% | -16%
> Cc1cccc(NC(=O)C2CCCN2/C=C/C(=O)C(F)(F)F)c1C (stereo not drawn)
 : i | 0.5 | -5% | 4% | 1.2 | -1% | -3.3% | 18% | -1.5% | 1%
> O=C(COC(=O)c1cnccn1)NCc1ccc2c(c1)OCO2
 : i | 0.7 | -16% | 4% | 1 | -8% | -5.6% | 2% | 1.3% | -16%
> CC(=O)Nc1ccc(NC(=O)c2ccccc2Sc2ccc([N+](=O)[O-])cc2Cl)cc1
 : i | 0.2 | 3% | 1% | 1.1 | -1% | -3.5% | -6% | -2.8% | 11%
> O=C(C(=O)N1CCN(C(=O)c2ccco2)CC1)c1c[nH]c2ccccc12
 : i | 0.1 | -14% | 0% | 1.1 | -2% | -6.7% | 5% | -1.9% | -8%
> CCC(C)(C(=O)NC1CCCC1)N(C(=O)CNC(C)=O)c1ccc(C)cc1 (stereo not drawn)
 : i | 1.2 | 4% | 3% | 1.1 | -3% | -3.6% | -6% | 0.9% | 8%
> O=C(CCc1ccc(S(=O)(=O)NC2CCCCC2)cc1)NCc1ccccn1
 : i | 0.0 | 4% | 1% | 0.9 | -2% | 3.6% | -17% | -0.8% | -1%

Entries of single compounds, looked up by structure. Order of screens: Myeloid diff 2, Myeloid diff 2 GFP+ MAC1+ %, human PMI inhibitors, P. falciparum M1AAP, TNAP activation fold, LYP phosphatase, XIAP displacement, P. falciparum M17LAP, ER stress rescue, PMI inhibitors
COCCCNc1nc2c(c(=O)[nH]c(=O)n2C)n1CC(O)COc1ccccc1 (stereo not drawn) as listed: i, 0.5, 5%, 8%, 0.9, -2%, -3.2%, 1%, -1.0%, -3%
O=C(NCc1ccncc1)c1cn(-c2ccccc2)nc1-c1cccnc1 as listed: i, 0.0, 6%, 4%, 1.1, 6%, -6.7%, 9%, 0.5%, -5%
COCCNC(=S)Nc1cc(S(=O)(=O)N2CCOCC2)ccc1N1CCCCC1 as listed: i, 0.6, 28%, 1%, 1.1, 8%, 1.1%, 3%, -1.5%, 63%*
CCC(c1nnnn1Cc1ccco1)N(CCN1CCOCC1)Cc1cc2cc(C)ccc2[nH]c1=O (stereo not drawn) as listed: i, 2.5, 4%, 14%, 1.2, -5%, -7.6%, 7%, 3.7%, -6%
